Bioassay records as filed in PubChem.
Myeloid diff MLP = promotes myeloid progenitor differentiation. 360,000 tested, 1% active. calls only at 10 µM. ER-HoxA9 myeloid progenitors, lysozyme-GFP differentiation, flow cytometry;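 active = normalized GFP-positive differentiation at or above the plate's own cutoff, the solvent-only control mean plus 3 SD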;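 note: cells exposed to compound for four days before flow analysis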
NTR1 ag = agonists of NTR1, primary screen, imaging, U2OS cells, beta-arrestin-GFP, high content (AID 493036); P30989; NTR1-U2OS beta-arrestin-GFP spot imaging, agonist mode; activation, % at 20 µM; 330,000 tested, 0.17% active;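 active = activation at or above 40% of the spot to cytoplasm intensity ratio, with at least 20 cells analyzed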;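 note: 0% = DMSO without peptide and 100% = 100 nM NTR1 peptide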
Target sequence (P30989 whole entry, looked up): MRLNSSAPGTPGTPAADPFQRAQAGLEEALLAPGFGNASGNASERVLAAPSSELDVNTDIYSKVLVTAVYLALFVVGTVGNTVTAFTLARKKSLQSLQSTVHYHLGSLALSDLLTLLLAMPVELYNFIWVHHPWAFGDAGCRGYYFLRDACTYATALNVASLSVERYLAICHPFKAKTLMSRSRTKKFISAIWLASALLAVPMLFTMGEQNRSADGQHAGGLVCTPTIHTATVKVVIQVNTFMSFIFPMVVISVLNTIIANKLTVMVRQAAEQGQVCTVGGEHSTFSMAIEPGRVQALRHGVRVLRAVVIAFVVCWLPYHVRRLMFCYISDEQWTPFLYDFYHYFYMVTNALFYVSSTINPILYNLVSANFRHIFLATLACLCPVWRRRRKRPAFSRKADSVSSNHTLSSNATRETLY
T cell HTS = modulates CD8 T cell binding to vesicles. 2C CD8+ T cell-vesicle binding, flow cytometry; hits give low values. calls only at 7 µM. 330,000 tested, 0.068% active. AID 2052;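 active = response, share of CD8 T cells binding vesicles, and their 90th percentile fluorescence all below set limits, cut at about 80% in these data, passing the limit was not always enough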
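material = purified 2C TCR transgenic mouse naive CD8+ T cells | controls = Unloaded micro-vesicles (low), QL9 vesicles with 0.7% DMSO (high) | detection = cytometric PE anti-B7-1 and Alexa647 anti-CD8 signals after 1% paraformaldehyde fixation | incubation = binding step 1.5 h, 37 °C, antibody labelling 20 min, ice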
T cell HTS vesicle-bound % = further read-out of T cell HTS, marked with its call; double positive events, %; measured here: CD8+ vesicle-bound cell fraction;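 binding gate set so that unloaded-vesicle control wells show 10% double positive cells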
NTR1 ag cell count 20 µM = recorded beside NTR1 ag, whose call it bears; cell count; measured here: cell count, cytotoxicity flag
Myeloid diff MLP GFP+ MAC1+ % = further read-out of Myeloid diff MLP, marked with its call; GFP+ MAC1+ double positive, %; measured here: differentiation confirmed by MAC1 staining
* hit, by the source's call; i = inactive; . = not tested or not shown; + = active, no number.

compound	NTR1 ag cell count 20 µM	T cell HTS	NTR1 ag	Myeloid diff MLP GFP+ MAC1+ %	Myeloid diff MLP	T cell HTS vesicle-bound %
CC(=O)OCC1=C(C(=O)O)N2C(=O)[C@@H](NC(=O)CSc3ccncc3)[C@H]2SC1	69	.	0.1	1.2	i	.
O=C(COC(=O)CCNS(=O)(=O)c1ccc(Cl)cc1)Nc1ccccc1OC(F)F	60	.	-0.1	0.6	i	.
Cc1cc(C)c(C#N)c(SCC(=O)N(CC(C)C)C2CCS(=O)(=O)C2)n1 (stereo not drawn)	55	.	-1.2	0.5	i	.
CCN(CC(=O)NCc1cccs1)C(=O)c1ccc(S(=O)(=O)Nc2ccccc2OC)cc1	48	.	1.0	0.4	i	.
COc1ccc(CCC(=O)N2CCN(S(=O)(=O)c3cccs3)CC2)cc1	62	.	1.7	1.0	i	.
COc1ccc(-c2noc(CCC(=O)N3CCN(c4ccccc4Br)CC3)n2)cc1	46	.	1.8	1.0	i	.
CCOC(=O)C1=CN(Cc2cccc(F)c2)S(=O)(=O)N(CC)C1c1ccccc1 (stereo not drawn)	57	.	1.9	0.5	i	.
Cc1ccc(OC(=O)c2ccc3c(=O)n4c(nc3c2)CCC4)cc1	66	.	2.3	0.8	i	.
COc1ccc(CCC(=O)Nc2cccc(S(=O)(=O)N3CCOCC3)c2)cc1OC	65	.	-0.5	0.3	i	.
COc1ccc(-c2csc(NC(=O)c3c(C)noc3C)n2)cc1F	54	.	0.8	0.2	i	.
CC(=O)Nc1ccc(NC(=O)C(C)OC(=O)C2CCN(S(=O)(=O)c3ccccc3C(F)(F)F)CC2)cc1 (stereo not drawn)	59	.	1.7	0.8	i	.
COC(=O)C1=C[C@@H](C(=O)OC)[C@@H]2C3=C(C(=O)[C@@]2(C)NC(=O)c2ccccc2)[C@H](c2ccccc2)[C@@H]2C(=O)NC(=O)[C@@H]2[C@@H]3C1	50	.	-0.3	1.8	i	.
Cc1c(NS(=O)(=O)c2cc(C(=O)NC(C)c3ccccc3)ccc2Cl)c(=O)n(-c2ccccc2)n1C (stereo not drawn)	61	.	-0.6	1.2	i	.
COc1cc(OC)c2c(-c3cccc(/C=C/c4ccc(F)cc4)c3)cc(=O)oc2c1	51	.	1.3	1.5	i	.
C[C@]12c3[nH]c4ccc(Cl)cc4c3CCN1C(=O)[C@@H](CC(=O)NCCCn1ccnc1)C[C@@H]2C(=O)N1CCCCC1	72	.	-1.2	0.5	i	.
Cc1ccc(S(=O)(=O)N2CCN(C(=O)CCOc3ccccc3C)CC2)cc1C	64	.	3.5	0.8	i	.
COc1ccc(C(CNc2ccc(S(=O)(=O)N3CCN(C)CC3)cc2[N+](=O)[O-])N(C)C)cc1 (stereo not drawn)	65	.	2.0	1.4	i	.
CN1C(=O)C2(CCCCC2)C1c1ccccc1 (stereo not drawn)	66	.	2.6	2.4	i	.
CC(Nc1ccc(Br)cc1)C(=O)Nc1cccc(S(=O)(=O)N2CCOCC2)c1 (stereo not drawn)	77	.	0.4	0.6	i	.
COc1ccc(C2=NOC(C)(c3nnc(Cc4ccccc4)o3)C2)cc1 (stereo not drawn)	60	.	-0.9	0.2	i	.
CS(=O)(=O)c1cccc(C(=O)OCC(=O)c2ccc3c(c2)OCCO3)c1	54	.	-0.7	0.4	i	.
CN(C)S(=O)(=O)c1ccc(C(=O)NN2C(=O)NC3(CCCCC3)C2=O)cc1	43	.	0.0	1.1	i	.
O=C(CCC(=O)N1CCN(S(=O)(=O)c2ccccc2Cl)CC1)c1ccccc1	58	.	-1.4	1.2	i	.
O=C(NC1CCCCCC1)c1ccc([N+](=O)[O-])s1	59	.	1.1	2.1	i	.
CCOc1ccc(NC(=O)c2cccc(NC(C)=O)c2)cc1S(=O)(=O)N1CCCC1	64	.	0.9	0.8	i	.
COc1ccc(NS(=O)(=O)c2cccc(C(=O)N/N=C/c3ccccc3OC)c2)cc1	63	.	-0.1	1.9	i	.
CSCCC(NC(=O)c1ccco1)C(=O)N(C)CC(=O)Nc1ccccc1Br (stereo not drawn)	71	.	-1.1	1.7	i	.
COc1ccccc1CC(O)CC1c2c(cc3c(c2OC)OCO3)CCN1C (stereo not drawn)	103	.	1.6	0.4	i	.
CC(C(=O)N(C)Cc1cccc(F)c1)N1CCN(S(=O)(=O)c2ccc3c(c2)OCCCO3)CC1 (stereo not drawn)	71	.	-0.7	1.0	i	.
COc1ccc(C(=O)OCC(=O)NCC2CCCCC2)c(OC)c1	69	.	0.8	1.7	i	.
CCOC(=O)/C=C1\CC(C(=O)OCC)Oc2c(OC)cccc21 (stereo not drawn)	60	.	3.8	0.5	i	.
COCCCn1c(C)cc(C(=O)COC(=O)C23CC4CC(CC(O)(C4)C2)C3)c1C	54	.	0.5	0.4	i	.
C[C@@H]1C(=O)N(c2ccccc2)[C@@H]1c1ccncc1	58	.	-0.6	1.9	i	.
C[C@]12c3[nH]c4cc(-c5ccco5)ccc4c3CCN1C(=O)[C@@H](CC(=O)NCCN1CCOCC1)C[C@@H]2C(=O)N1CCCCC1	60	.	0.0	0.8	i	.
COc1ccccc1CNC(=O)CN1C(=O)NC(c2ccccc2)(c2ccc(C)c(C)c2)C1=O (stereo not drawn)	72	.	3.3	0.4	i	.
CCCCN1CC[C@H]2C=CC[C@@H](C(=O)Nc3nccs3)[C@H]2C1=O	56	.	-0.4	0.5	i	.
Cc1cc(C(=O)O)cc(S(=O)(=O)Nc2ccccc2C(=O)NC2CC2)c1C	55	.	0.6	1.2	i	.
O=[N+]([O-])c1cccc(-n2cc3ccc([N+](=O)[O-])cc3n2)c1	70	.	-0.5	0.9	i	.
O=C(COC(=O)c1ccc2ccccc2c1O)Nc1ccccc1	64	.	0.7	0.8	i	.
Cc1ccc(-c2nnn(CC(=O)NC(=O)NC3CCCCC3)n2)cc1	59	.	5.4	0.2	i	.
Cc1ccc(CN(C)C(=O)C2CCN(C(=O)Nc3ccccc3)CC2)o1	60	.	-0.2	0.8	i	.
O=C(Cc1ccc2c(c1)OCCO2)Nc1cc(Cl)ccc1N1CCOCC1	62	.	1.9	0.9	i	.
COc1ccc(C2/C=C\CN(S(=O)(=O)c3ccc(C)cc3)CC(=O)N2Cc2cccc(F)c2)cc1 (stereo not drawn)	69	.	3.2	0.5	i	.
CCCNC(=O)c1ccc(N2CCC3(CC2)CC(c2cccc(Br)c2)=NO3)c(NC(=O)c2ccc(Br)cc2)c1	63	.	-0.6	1.3	i	.
CCc1ccc(C(=O)CN2C(=O)NC3(CCCCCC3)C2=O)cc1	68	.	0.9	0.4	i	.
CN(CC(=O)Nc1c(Cl)cccc1Cl)C(=O)c1ccc2ccccc2n1	58	.	-1.1	0.5	i	.
COc1ccccc1-c1sc2ccccc2c1-c1ccc(OCCN2CCCCC2)cc1	50	.	6.7	3.6	i	.
CCOC(=O)[C@H]1[C@H]2COc3ccc(Cl)cc3[C@@H]2N2C(=O)c3cc(F)c(F)cc3NC(=O)[C@@]12C	92	.	-4.1	1.1	i	.
COc1cccc(NC(=O)COC(=O)c2ccc3c(c2)OCO3)c1	67	.	0.4	0.9	i	.
COc1ccc(/C=C/C(=O)OC(C)C(=O)c2ccccc2)cc1OC (stereo not drawn)	57	i	1.3	0.6	i	52.4
CCN(CC(=O)Nc1ccc(NC(C)=O)cc1)C(=O)c1oc2c(ccc3ccccc32)c1C	65	i	2.5	1.1	i	36.6
Cc1nc(SC(C)C(=O)NCC2CCCO2)c2cc(-c3ccccc3)sc2n1 (stereo not drawn)	58	i	4.7	32.1*	+	16.6
CCOc1ccc(S(=O)(=O)N2CCCC(C(=O)NCC3CCCO3)C2)cc1Cl (stereo not drawn)	45	i	0.3	1.2	i	32.9
COc1ccccc1NC(=O)C(C)OC(=O)CCSc1ccc(F)cc1 (stereo not drawn)	60	i	-0.2	0.3	i	36.2
CC(=O)c1ccccc1NC(=O)COc1ccc(N(C)S(=O)(=O)c2ccc(C)c(C)c2)cc1	49	i	1.8	0.5	i	6.8
CN(C)S(=O)(=O)n1cnc([C@H]2c3c(ncn3Cc3ccccc3)C[C@H]3COC(=O)[C@@H]32)c1	55	i	-0.4	2.4	i	41.5
COc1ccccc1NS(=O)(=O)c1cccc(C(=O)NNC(=O)C(C)NC(=O)c2ccco2)c1 (stereo not drawn)	57	i	0.0	0.7	i	31.8
Cc1ccc(NC(=O)CSc2nc3nn(-c4ccccc4)c(=O)c-3c3n2CCCCC3)cc1F	60	i	2.6	1.0	i	15.4
CC[C@@]12C(=O)N(c3cccc(Br)c3)C(=O)N1[C@H](c1cccc(C)c1)[C@@H]1C(=O)N(Cc3ccccc3)C(=O)[C@@H]12	58	i	2.3	1.6	i	19.3
O=C(COC(=O)/C=C/c1ccc(Br)o1)Nc1cccc(S(=O)(=O)N2CCOCC2)c1	70	i	5.1	1.6	i	58.8

Remaining list, next part.
compound	NTR1 ag cell count 20 µM	T cell HTS	NTR1 ag	Myeloid diff MLP GFP+ MAC1+ %	Myeloid diff MLP	T cell HTS vesicle-bound %
COc1cc(NC(=O)C(C)N2CCN(C(=O)C3CC3)CC2)cc(OC)c1 (stereo not drawn)	58	i	2.6	1.0	i	31.1
Cc1ccc(NC(=O)C(=O)NCC2CCCN2S(=O)(=O)c2cccs2)cc1 (stereo not drawn)	75	i	-1.8	0.8	i	48.2
COc1cccc(CNc2ncnc3ccc(-c4c(C)noc4C)cc23)c1	57	i	0.6	1.6	i	40.8
CCN(C(=O)COC(=O)CNC(=O)c1cccc(C)c1)c1c(N)n(Cc2ccccc2)c(=O)[nH]c1=O	50	i	1.4	0.9	i	38.8
Nc1c(C(=O)CSc2ncccn2)c(=O)[nH]c(=O)n1C1CC1	57	i	-0.6	0.9	i	32.5
COC(=O)C1=C(C)N(CCc2cc(OC)c(OC)c(OC)c2)C(=O)N[C@H]1c1ccccc1	81	i	-3.9	1.7	i	29.2
CN(C)C(=O)CSc1nc2cc(S(=O)(=O)N3CCOCC3)ccc2o1	62	i	1.4	0.5	i	49.9
CC(OC(=O)c1ccc(NC(=O)CC#N)cc1)C(=O)NC(c1ccccc1)c1ccccc1 (stereo not drawn)	57	i	4.3	2.1	i	40.9
Cc1ccc(S(=O)(=O)N2CCN(c3ncnc4scc(-c5ccccc5)c34)CC2)cc1	57	i	7.2	0.2	i	5.3
CCOC(=O)C1=C(COC(=O)/C=C/c2ccc(OC)c(OC)c2)NC(=O)NC1C (stereo not drawn)	59	i	1.5	1.0	i	18.4
O=C1NCCn2nc3ccccc3c21	67	i	-0.8	1.6	i	42.0
Cn1c(SCC(=O)Nc2ccc(N3CCOCC3)cc2)nnc1C(F)(F)F	59	i	2.2	1.2	i	29.8
O=C(CCc1nc2sc3c(c2c(=O)[nH]1)CCCC3)N1CCN(c2ccccc2)CC1	51	i	3.4	1.0	i	36.2
CCc1ccc(C(=O)C(C)OC(=O)Cn2cnc3c2c(=O)n(C)c(=O)n3C)cc1 (stereo not drawn)	44	i	0.2	0.4	i	43.6
CC(C)(C)OC(=O)N1CCN(C(=O)c2[nH]cnc2C(=O)Nc2cccc(Cl)c2)CC1	66	i	3.4	1.2	i	28.1
C/C=C(\C)C(=O)NCCN1C2=NC[C@@H](Cc3ccccc3)N2C[C@@H]1Cc1ccc(OC)cc1	94	i	1.6	2.2	i	39.7
CC(N=C1NS(=O)(=O)c2ccccc21)C(=O)OCC(=O)N(C)C1CCS(=O)(=O)C1 (stereo not drawn)	63	i	2.5	0.7	i	6.5
COc1cc2cnc(C3=CCCCC3)cc2cc1OC	54	i	4.8	0.4	i	28.5
CC(=O)c1nn(-c2ccc(Cl)cc2)cc1C(=O)c1ccccc1	56	i	0.0	0.5	i	32.2
COCOc1ccc(-c2cc(=O)c3c(OCOC)cc(OCOC)cc3o2)cc1	90	i	-0.4	1.6	i	27.9
CCOC(=O)C1=C(COC(=O)/C=C/c2ccc(SC)cc2)NC(=O)NC1C (stereo not drawn)	44	i	12.1	1.6	i	58.3

Only NTR1 ag (two entries from above):
SMILES,NTR1 ag
C/C=C(\C)C(=O)NCCN1C2=NC[C@@H](Cc3ccccc3)N2C[C@@H]1Cc1ccc(OC)cc1,1.6
CC(N=C1NS(=O)(=O)c2ccccc21)C(=O)OCC(=O)N(C)C1CCS(=O)(=O)C1 (stereo not drawn),2.5

These rows are one share of the data (hit frequency here may not be typical).
